Bioassay records as filed in PubChem BioAssay.
CSN inh: inhibitors of CSN-mediated cullin deneddylation, primary screen, biochemical, fluorescence polarization, uHTS. inhibition, % at 12.5 µM. COP9 signalosome complex subunit 5 (Homo sapiens), Q92905. 0.38% of 360,000 active. AID 651999, 2013. Purified CSN, SCF-Nedd8-OG deneddylation;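 active = pattern-corrected inhibition above about 35%, with an unprinted fluorescence ratio check between 0.5 and 1.5, limit read from the data, passing the limit was not always enough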;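 note: 0% = enzyme with substrate and 100% = substrate without enzyme; some results filed as inactive read as strong as hits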
Target sequence (Q92905 whole entry, looked up, one chain of several): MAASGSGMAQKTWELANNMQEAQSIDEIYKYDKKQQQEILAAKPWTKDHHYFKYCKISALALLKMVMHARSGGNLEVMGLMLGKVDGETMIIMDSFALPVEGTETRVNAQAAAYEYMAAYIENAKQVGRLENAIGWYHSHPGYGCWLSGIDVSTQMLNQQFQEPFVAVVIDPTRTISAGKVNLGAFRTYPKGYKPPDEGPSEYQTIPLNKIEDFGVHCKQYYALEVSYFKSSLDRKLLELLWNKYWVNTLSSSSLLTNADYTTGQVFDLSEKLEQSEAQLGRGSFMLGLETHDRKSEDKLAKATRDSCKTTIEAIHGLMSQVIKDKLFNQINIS
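Test system: purified human Csn5 enzyme expressed in HEK293T cells. Amount: 0.24 nM enzyme. Reagent: SCFSkp2-Nedd8OG substrate at 10 nM final. Schedule: 90 min incubation of compound, enzyme and substrate at room temperature. Detection: fluorescence polarization. Read-out: % inhibition of substrate cleavage by Csn5.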
bovine MsrA act: bovine MsrA enzyme activators, primary screen, biochemical, absorbance, HTS | 0.3% of 360,000 active | Methionine sulfoxide reductase A (Bos taurus) | activation, % at 10.6 µM | purified bovine MsrA, absorbance read-out | AID 602163, 2012; in the data active = activation above about 7.5%;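 note: 0% = vehicle and 100% = reference activator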
Neddyl block: inhibitors of cullin neddylation, primary screen, biochemical, TR-FRET, uHTS, NAE and Ubc12; NEDD8-conjugating enzyme Ubc12 (Homo sapiens) + NEDD8-activating enzyme E1 regulatory …; calls only at 25 µM; 0.58% of 360,000 active; AID 651699, 2012; in the data active = inhibition above about 36%
PABP1 MLLE inh: inhibitors of PABP1 MLLE–PAM2 peptide binding, primary screen, biochemical, fluorescence polarization, FITC-PAM2, GST-MLLE; Polyadenylate-binding protein 1 (Homo sapiens), P11940; inhibition, % at 20 µM; 0.36% of 360,000 active; AID 588489, 2011; in the data active = inhibition above about 35%, passing the limit was not always enough;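 note: plate controls were DMSO wells with GST-MLLE for no effect and wells lacking GST-MLLE protein for full effect; some results filed as inactive read as strong as hits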
Target sequence (P11940 whole entry, looked up): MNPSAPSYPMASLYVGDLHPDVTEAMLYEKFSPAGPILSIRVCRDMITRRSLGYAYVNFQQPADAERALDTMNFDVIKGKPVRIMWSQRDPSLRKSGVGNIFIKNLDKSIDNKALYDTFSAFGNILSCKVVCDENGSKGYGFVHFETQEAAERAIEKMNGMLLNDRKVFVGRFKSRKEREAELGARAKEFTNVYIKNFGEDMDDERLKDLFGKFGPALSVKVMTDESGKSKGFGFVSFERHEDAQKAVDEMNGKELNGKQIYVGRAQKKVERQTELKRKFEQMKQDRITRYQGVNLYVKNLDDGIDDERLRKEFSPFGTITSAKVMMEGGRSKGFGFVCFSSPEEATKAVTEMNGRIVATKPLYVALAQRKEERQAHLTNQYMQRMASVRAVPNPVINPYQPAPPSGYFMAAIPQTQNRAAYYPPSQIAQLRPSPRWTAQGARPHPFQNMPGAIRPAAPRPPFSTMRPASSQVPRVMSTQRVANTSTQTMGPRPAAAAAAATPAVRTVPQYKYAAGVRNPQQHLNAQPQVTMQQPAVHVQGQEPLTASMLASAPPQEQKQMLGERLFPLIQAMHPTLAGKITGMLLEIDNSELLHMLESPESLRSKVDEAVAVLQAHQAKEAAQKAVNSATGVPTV
Rin1 Abl inh: inhibitors of Rin1-Abl protein binding, primary screen, biochemical, TR-FRET. 0.4% of 360,000 active. Tyrosine-protein kinase ABL1 (Homo sapiens) + Ras and Rab interactor 1 (Homo sapiens), …. inhibition, % at 7.35 µM; in the data active = inhibition above about 5%, passing the limit was not always enough
MsrA inh: bovine MsrA enzyme inhibitors, primary screen, biochemical, absorbance, HTS; purified bovine MsrA, absorbance read-out; AID 651718, 2012; inhibition, % at 15.5 µM; 0.75% of 360,000 active; in the data active = inhibition above about 4.5%;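 note: 0% = vehicle wells with enzyme and 100% = reference inhibitor wells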
FAS-TE inh: FAS thioesterase domain inhibitors, primary screen, biochemical, fluorescence intensity, uHTS; Fatty acid synthase (Homo sapiens), P49327; recombinant FAS-TE, OMFH fluorogenic substrate, fluorescence endpoint; inhibition, % at 15 µM; 0.67% of 360,000 active; AID 602261, 2012;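 active = compounds whose normalised, plate-corrected inhibition of enzyme fluorescence in the single-dose primary screen is 50% or more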;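 note: 0% = DMSO with enzyme and 100% = substrate without enzyme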
eLon inh: inhibitors of E. coli Lon protease, primary screen, biochemical, fluorescence polarization | P0A9M0 | purified E. coli Lon protease | 0.42% of 360,000 active | AID 602123, 2011 | inhibition, % at 7.94 µM; in the data active = inhibition above about 13%, passing the limit was not always enough;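 note: 0% = enzyme with probe and DMSO and 100% = no enzyme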
Tb MetRS inh: T. brucei MetRS inhibitors, primary screen, biochemical, luminescence | purified T. brucei MetRS, ATP depletion, Kinase-Glo luminescence | methionyl-tRNA synthetase (Trypanosoma brucei brucei) | 0.4% of 360,000 active | inhibition, % at 11.9 µM;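 active = inhibition above a per-plate cutoff of the control wells' mean inhibition plus 3 SD, cut at about 5.5% in these data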;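 note: 0% = DMSO wells median and 100% = median of wells with control inhibitor compound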
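technique = Kinase-Glo luminescence, ATP depletion format | system = purified MetRS (methionyl-tRNA synthetase) enzyme from Trypanosoma brucei | timing = 15 min preincubation, 2 h reaction, all 25 °C | evaluation = percent inhibition versus plate control medians | dosing = single dose, 11.9 µM final nominal, 0.9% final DMSO | also added = substrates ATP, L-methionine and bulk Escherichia coli tRNA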
Numbers without * were called inactive; i = inactive; · = not tested or not shown; + = active, no number.

Structure,bovine MsrA act,Rin1 Abl inh,Neddyl block,CSN inh,Tb MetRS inh,MsrA inh,FAS-TE inh,PABP1 MLLE inh,eLon inh
CCCC[C@@H]1CNC(=O)C(=O)N1CC(C)(C)C,-2,2,i,-2,-0.4,-1.0,-8,-5,-6
CCOC(=O)c1c(C)[nH]c(C)c1C(=O)COC(=O)/C=C/c1cccc(Cl)c1,-7,3,i,-5,-0.5,0.6,16,-8,6
O=C(O)/C(=C\c1c(C(=O)O)[nH]c2cc(Cl)cc(Cl)c12)c1ccccc1,-8,0,i,-3,-1.2,-0.5,-4,2,-1
NNC(=O)c1cccc(COCC(F)(F)C(F)F)c1,-4,-4,i,2,3.4,-1.6,-6,0,4
Cc1c(C(=O)c2cccc(F)c2)c2ccccn2c1CCC#N,-4,-4,i,3,-0.6,0.5,3,6,-2
O=C(/C=C/c1cccc(Cl)c1)NCc1cccs1,1,-3,i,-1,-0.2,-0.1,9,8,-2
CCOC(=O)C1CCN(C(=O)c2cc(S(=O)(=O)N3CCOCC3)ccc2C)CC1,-1,4,i,-3,-0.5,0.6,-7,1,5
CCOc1cc(NC(=S)NCC2CCCO2)c(OCC)cc1NC(=O)c1cccc(F)c1 (stereo not drawn),-4,0,i,-4,-0.6,2.9,5,15,13
CSc1nc(=S)n(-c2ccccc2)c(C)c1C(C)=O,-5,0,i,-10,0.2,0.7,1,11,1
CCOC(=O)c1c(C)n(C)c2ccc(OCCN(C)C)cc12,-10,1,i,-4,-1.2,-0.3,-11,-10,3
CN1C(=O)C2(OCC(C)([N+](=O)[O-])CO2)c2ccccc21 (stereo not drawn),-4,3,i,-4,-0.9,-0.5,-1,5,10
CSCCC(c1nnnn1C(C)(C)C)N1CCN(C/C=C/c2ccccc2)CC1 (stereo not drawn),0,2,i,1,-0.1,0.6,-1,-2,-13
Nc1cccc2c1C(=O)N(Cc1nnc(-c3ccccc3Br)o1)C2=O,-4,-1,·,-6,0.3,0.2,0,41*,17
CCOc1ccc(NC(=O)COc2ccc(OC)cc2)cc1,-3,1,i,2,0.1,0.1,0,-19,-2
O=C(Nc1ccc(Br)cc1)c1ccc(CSC2=NCCS2)cc1,2,-1,i,5,0.1,1.3,0,-2,1
O=C(Nc1cccnc1)c1ccc(S(=O)(=O)c2ccc(Cl)cc2)cc1,-3,-2,i,-3,-0.1,-0.2,5,15,-3
COCCCNC(=O)C(=O)Nc1cc2c3c(c1)CCC(=O)N3CCC2,0,2,i,2,-0.1,0.6,-3,7,1
Cc1ccc(S(=O)(=O)NCC(C)NC(=O)CN2CCOCC2)cc1 (stereo not drawn),-4,0,i,4,0.4,1.2,-3,9,-3
CCOc1ccc(-n2ccc(=O)c(C(=O)Nc3ccc(S(=O)(=O)Nc4ncccn4)cc3)n2)cc1,-2,-2,i,-2,0.1,0.9,-2,-16,3
COc1ccccc1N1CCN(C(=O)C(C)CS(=O)(=O)c2ccc3c(c2)NC(=O)CS3)CC1 (stereo not drawn),-1,3,i,2,-0.1,-0.3,-3,-9,-4
O=C(c1ccccc1)N1CCOC(O)(c2ccccc2)C1c1ccccc1 (stereo not drawn),0,-3,i,-1,-0.1,0.6,-4,14,1
CSc1ccc(C(=O)c2[nH]c(=O)[nH]c2C)cc1,-4,-3,i,-4,0.3,3.5,-7,35,-7
O=C(O)CC1NC(=O)N(c2ccc(Cl)cc2)C1=O (stereo not drawn),-12,0,i,-2,-1.0,0.7,-6,6,10
Cc1cccn2c(=O)c(/C=C(\C#N)S(=O)(=O)c3ccccc3)c(N3CCN(C)CC3)nc12,-4,-6,i,2,-1.4,-0.5,7,7,9

Some of the entries above in a different format.
Results follow in this order: bovine MsrA act	Rin1 Abl inh	Neddyl block	CSN inh	Tb MetRS inh	MsrA inh	FAS-TE inh	PABP1 MLLE inh	eLon inh
CCOc1ccc(-n2ccc(=O)c(C(=O)Nc3ccc(S(=O)(=O)Nc4ncccn4)cc3)n2)cc1
  -2	-2	i	-2	0.1	0.9	-2	-16	3
COc1ccccc1N1CCN(C(=O)C(C)CS(=O)(=O)c2ccc3c(c2)NC(=O)CS3)CC1 (stereo not drawn)
  -1	3	i	2	-0.1	-0.3	-3	-9	-4

(next part)
Structure,bovine MsrA act,Rin1 Abl inh,Neddyl block,CSN inh,Tb MetRS inh,MsrA inh,FAS-TE inh,PABP1 MLLE inh,eLon inh
CN(CC(=O)NNC(=O)CCNS(=O)(=O)c1ccccc1)S(=O)(=O)c1ccc(Cl)cc1,-7,-2,i,2,-0.5,-0.1,-6,13,-1
COc1ccc(-c2cc(C(=O)N3CCN(c4ncccn4)CC3)c3ccccc3n2)cc1,-2,2,·,3,-0.2,3.7,17,-4,-5
CN1C(=O)C(O)(C2OC(C)(C)CCC2=O)c2ccccc21 (stereo not drawn),-1,4,i,-4,-0.7,-0.7,-5,-8,-6
CCCNC(=O)C1CN(S(=O)(=O)c2ccc(Cl)s2)c2ccccc2O1 (stereo not drawn),-3,1,i,-5,-0.3,0.3,2,6,-6
CCc1ccc(-c2cc(C)no2)cc1S(=O)(=O)N1CCN(C(=O)c2ccco2)CC1,-8,1,i,6,-1.5,0.3,12,6,13
CC(C)(C)c1ccc(OCC(=O)N/N=C/c2ccc(N3CCOCC3)cc2)cc1,-4,-1,+,-25,-0.1,3.3,14,-8,-8
c1ccc(OCCN2CCNCC2)cc1,-2,-2,i,-5,-0.1,-0.6,-7,-2,6
COc1ccc(CNCc2ccc(C)cc2)c(OC)c1,-7,0,i,-1,-0.5,-0.3,-2,-8,7
CCCCC(=O)NC(c1ccc(C(C)C)cc1)c1ccc2cccnc2c1O (stereo not drawn),-4,1,i,-2,-0.6,-0.3,-2,4,-5
Cc1cc(C(=O)Cn2cc(C(F)(F)F)ccc2=O)c(C)n1-c1ccccc1,0,0,i,7,-0.8,-0.4,12,12,-7
COc1cc(C(=O)Nc2ccc3c(c2)OCCO3)ccc1-n1cnnn1,1,1,i,-5,0.3,-0.2,21,7,-9
C=CC[C@@H](CC(=O)N[C@H](CO)Cc1ccccc1)C(=O)N[C@@H](COC(=O)[C@@H](CC=C)CC(=O)OC(C)(C)C)Cc1ccccc1,2,1,i,1,0.5,-0.5,0,2,1
Cc1ccc(NC(=O)c2ncn(CC(=O)NCc3ccc4[nH]ccc4c3)n2)cc1C,-5,-4,i,-6,-0.8,0.8,-3,3,-3
c1ccc2c(CN3CCOCC3)c3ccccc3c(CN3CCOCC3)c2c1,-4,2,i,-4,-0.4,-0.9,7,-11,3
CN=C1N(C)C[C@@H]2[C@@H]3C(=O)N(C)C(=O)[C@@H]3[C@](C)(C(=O)OC)N12,-1,-3,i,2,0.0,-0.6,-9,11,0
O=C(CCCCCn1c(=S)[nH]c2ccc(N3CCOCC3)cc2c1=O)NCc1cccc(Cl)c1,-6,-3,·,-10,-0.1,-1.7,0,-100,-7
O=C(CN1CCOCC1)NCCNC(=O)CN1CCOCC1,-1,-2,i,0,-0.2,1.4,-4,5,-4
CCN1C(=NCC(C)C)N[C@@H](c2cccc(C(F)(F)F)c2)C(C(=O)OC)=C1C,-2,1,i,-2,-0.2,-0.2,-6,-88,-10
CC(C)OCCCNC(=O)COCC(=O)Nc1ccc(OCCc2ccccc2)cc1,-1,2,i,3,-0.7,0.7,5,3,-15
CCN(C(=O)COC(=O)c1cc2c(s1)CCC(C)C2)c1c(N)n(Cc2ccccc2)c(=O)[nH]c1=O (stereo not drawn),1,5,i,4,0.1,2.6,5,-80,-15
COc1ccc(CNC(=O)CN(C(=O)c2csnn2)c2ccccc2F)cc1,-6,-1,i,0,-0.3,0.1,-2,25,1
CCCn1nc2cc(C(=O)NCC34CC5CC(CC(C5)C3)C4)ccc2c1OCC,0,-2,·,-1,0.0,0.1,7,-16,2
CCOC(=O)c1cccc(NC(=O)c2cnc3ccccc3n2)c1,13*,1,i,-5,-0.8,-1.1,12,0,-5
O=C(CSc1nnc(NC(=O)C2CC(=O)N(c3ccccc3)C2)s1)NCC1CCCO1 (stereo not drawn),-2,0,i,0,-0.2,0.0,-7,-10,-6
O=C(CSc1nnc(NC(=O)C2CCC2)s1)NC1CC1,2,-1,i,-3,-0.1,0.0,-8,3,1
C/C=C/CSc1nc2c(c(=O)[nH]c(=O)n2C)n1C(C)C,0,6,i,1,0.1,-1.1,-7,6,-3
COc1ccc(C(=O)COC(=O)CCN2C(=O)C3CC=CCC3C2=O)c(OC)c1 (stereo not drawn),-2,0,i,0,0.0,0.6,0,0,-7
COc1ccc(/C=C(/NC(=O)c2ccco2)C(=O)Nc2cccc(C(=O)O)c2)cc1,6,1,i,0,-0.2,0.6,-4,-4,-1
CCCCN(C)C(=O)c1nc2ccccn2c1CN1CCN(C(=O)c2cccs2)CC1,-1,0,i,2,0.7,-0.7,3,12,2
C/C(=N\NC(=O)c1nn(C)cc1Br)c1ccc(NC(=O)c2ccncc2)cc1,1,-2,i,-2,-1.0,2.1,-12,-4,-11
Cc1ccc2c(c1C)NC(C)CC2C (stereo not drawn),-3,0,i,0,-0.5,-1.2,-2,0,-10
O=C(NCC(c1ccc(F)cc1)N1CCOCC1)c1ccc(Br)o1 (stereo not drawn),-12,0,i,-3,-0.8,1.9,-8,-3,-4
CCCC(=O)c1c[nH]c(C(=O)NCc2cccnc2)c1,-2,2,i,2,0.0,0.3,-4,0,4
CCCCN1C(=O)C(CC(=O)NCCCCc2ccccc2)CC(C(=O)N(C)C)=C1C (stereo not drawn),-1,-4,i,4,0.9,1.2,-6,13,-6
Cc1ccnc2nc(C(=O)Nc3nccs3)nn12,-8,2,i,11,-1.7,1.7,-4,-32,-3
CC1(C(=O)Nc2cccc3cccnc23)CCN1C(=O)CC1CC1 (stereo not drawn),-2,-3,i,9,-0.1,-0.5,-1,2,-11
Cc1ccc(-c2noc(CCC(=O)Nc3ccccc3C)n2)cc1,-2,1,i,-1,-0.5,0.5,-2,4,10
COc1cc2[nH]c(=S)nc(Nc3ccc(NC(C)=O)cc3)c2cc1OC,-1,0,i,-2,0.2,3.2,-4,10,-3
CCCCCCCC(=O)Nc1cc(C(=O)NCc2ccc(C)cc2)ccc1N1CCC2(CC1)CC(c1ccccc1)=NO2,-1,2,i,-4,-0.1,0.5,22,-8,-2
CC1CCCC(NC(=O)c2cc(-c3ccncc3)nc3ccccc23)C1C (stereo not drawn),-8,-5,i,11,-0.6,-1.7,8,3,19
CCOC(=O)c1ccc(NC(=O)CCc2nnc3ccc(N4CCCC4)nn23)cc1,-4,0,i,-1,0.0,1.1,0,10,1
CCOCCCNC(=O)c1c[nH]c2ccc(C)cc2c1=O,0,-4,i,-2,2.6,-1.3,-7,-3,-5
